# Screening data: PubChem BioAssay, several laboratories
# CaV13 ICDI inh – Disruptors of the CACNA1D IQ motif to Ca2+-dependent inactivation inhibitor domain association, primary screening, Förster resonance energy transfer in intact living …. HEK cells, CFP/YFP FRET ICDI-IQ, plate reader, 10 min; percent FRET-ratio fall versus neutral wells. inhibition, % at 12.3 µM. actives 0.098% (n = 340,000);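 active = mean replicate inhibition of at least 30% and at least 1% of replicates passing that level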;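 also: 0% = median of the neutral control wells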
# Granule exo inh – lytic granule exocytosis inhibition; TALL-104 LAMP-1 surface exposure, flow cytometry; cells stimulated with thapsigargin and PMA; inhibition, % at 10 µM; actives 0.66% (n = 360,000); AID 651702;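 active = inhibition above about 55%, limit read from the data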
# HTR2A ag – mouse HTR2A agonism via beta-arrestin recruitment | P35363 | actives 0.66% (n = 360,000) | CHO-K1 mHTR2A beta-arrestin complementation, luminescence; percent of 30 µM serotonin response | activation, % at 7.6 µM;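 active = activation above a run cutoff, the mean activation of all tested compounds plus 3 SD, cut at about 14% in these data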;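 also: 0% = plate median of compound wells and 100% = 30 µM serotonin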
# aDG glyco act – increases alpha dystroglycan glycosylation | Pro5-aDG cells, alpha-DG glycosylation AlphaScreen (IIH6); 0% Pro5, 100% B10-LARGE cell signal | activation, % at 10 µM | actives 0.22% (n = 360,000) | AID 624168;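 active = activation of at least 8% versus controls, or a plate z-score of at least 8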;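 also: Pro5 are CHO cells carrying HIG-tagged alpha-DG that lacks glycosylation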
# ABCB6 inh MLPCN – blocks the human ABCB6 transporter | K562-ABCB6 porphyrin accumulation, flow cytometry, 1 h; hits give low values | fluorescence ratio to DMSO, % at 10 µM | actives 0.19% (n = 360,000);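 active = fluorescence ratio to DMSO below 75%, the collection mean minus 3 SD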;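 also: signal is porphyrin accumulated inside mitochondria; 100% equals median channel fluorescence of DMSO control wells; lower ratio means ABCB6 inhibition with less porphyrin fluorescence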
# Target sequence (Q9NP58 whole entry, looked up): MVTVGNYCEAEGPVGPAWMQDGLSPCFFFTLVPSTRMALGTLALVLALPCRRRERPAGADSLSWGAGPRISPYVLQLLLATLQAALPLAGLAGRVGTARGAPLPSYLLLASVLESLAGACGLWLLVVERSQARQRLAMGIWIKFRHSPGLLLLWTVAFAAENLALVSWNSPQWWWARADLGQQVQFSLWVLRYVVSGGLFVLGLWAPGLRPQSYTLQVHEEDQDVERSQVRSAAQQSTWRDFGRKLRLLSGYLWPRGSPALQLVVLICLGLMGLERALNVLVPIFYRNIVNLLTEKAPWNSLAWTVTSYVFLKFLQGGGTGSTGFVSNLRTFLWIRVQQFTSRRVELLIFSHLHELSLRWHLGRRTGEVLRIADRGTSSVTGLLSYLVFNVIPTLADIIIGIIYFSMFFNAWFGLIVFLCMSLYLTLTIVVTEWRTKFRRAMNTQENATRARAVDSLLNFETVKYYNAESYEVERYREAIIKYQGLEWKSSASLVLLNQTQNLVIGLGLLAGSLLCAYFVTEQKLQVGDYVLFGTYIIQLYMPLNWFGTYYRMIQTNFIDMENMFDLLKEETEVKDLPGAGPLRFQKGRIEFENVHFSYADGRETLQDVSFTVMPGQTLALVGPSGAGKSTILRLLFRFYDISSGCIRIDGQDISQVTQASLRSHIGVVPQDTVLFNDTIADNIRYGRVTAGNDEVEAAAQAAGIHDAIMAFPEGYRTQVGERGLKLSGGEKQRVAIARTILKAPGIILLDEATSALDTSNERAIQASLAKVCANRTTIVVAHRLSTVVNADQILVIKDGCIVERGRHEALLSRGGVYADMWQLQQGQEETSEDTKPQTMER
# Cardio protect – protects H9c2 cardiomyocytes from peroxide injury; actives 0.63% (n = 360,000); protection from H2O2 cell death, % at 20 µM; H2O2 injury protection, ATPLite, 2 h;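 active = compounds giving at least 50% protection of heart cells from peroxide-induced death in the single-dose screen, raw or plate-pattern-corrected value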;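 also: 0% = DMSO wells with peroxide and 100% = DMSO wells without peroxide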
# iPSC survival up – enhancers of human iPSC single-cell survival. survival enhancement, % at 20 µM. actives 0.044% (n = 360,000). hiPSC single-cell survival, ATPlite luminescence; 100% = ROCK inhibitor wells, 0% = DMSO; in the data active = survival enhancement above about 18%;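 also: cells exposed to compounds for 16 hours before the ATP read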
# N-glyco inh – N-linked glycosylation inhibition | AID 588692 | actives 0.23% (n = 360,000) | reporter increase, % at 12.5 µM | D54 ERlucT glycosylation luciferase reporter, 24 h; percent of 100 nM tunicamycin response;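 active = mean luciferase reporter signal, scaled so untreated is 0 and the glycosylation-blocking control 100, at or above a set limit in every replicate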;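 also: luciferase carries N-glycosylation sites so blocking glycosylation raises the light; 0% = median of neutral control wells and 100% = median of 100 nM tunicamycin wells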
# PDI turbidity – blocks human protein disulfide isomerase activity; P07237; actives 0.052% (n = 350,000); inhibition, % at 10 µM; PDI insulin aggregation turbidity, A650, 90 min;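 active = mean inhibition across replicates of 30% or more, whatever share of single replicates reach that level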;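 also: absorbance from insulin aggregation driven by PDI reduction with DTT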
# Vif inh – inhibitors of HIV Vif; HEK293T cells, Vif self-association by quenched fluorescence, imaging, 24 h; inhibition, % at 7.49 µM; actives 0.35% (n = 340,000); AID 602346; in the data active = inhibition above about 50%, passing the limit was not always enough; also: some results filed as inactive read as strong as hits
# The depositor's hits bear a star; / = no result given; & = joins results of further samples.
SMILES,CaV13 ICDI inh,Granule exo inh,HTR2A ag,aDG glyco act,ABCB6 inh MLPCN,Cardio protect,iPSC survival up,N-glyco inh,PDI turbidity,Vif inh
CCCCN(CCCC)Cc1ccc(C(=O)NNC(=O)Nc2ccccc2)o1,-3,-3,4,-0.1,94,12,0.3,0,-9,-2
OC[C@H]1O[C@@H](c2nc(-c3ccc4[nH]ccc4c3)no2)[C@H](O)[C@@H](O)[C@H]1O,-5,-3,2,0.2,99,-1,-3.0,0,13,2
CCOC(=O)CNC(=O)CNC(=O)c1ccc(OCC(C)C)cc1,-5,-7,7,-0.2,95,12,-2.7,2,-4,-15
CCCCNC(=O)c1ccccc1NC(=O)CCC,-6,-4,-1,-0.1,104,15,0.7,1,-4,4
O=C(COc1ccccc1[N+](=O)[O-])Nc1cccnc1,-6,4,-1,0.1,101,5,-0.1,1,1,-4
CS(=O)CCC(NS(=O)(=O)c1ccccc1)C(=O)O (stereo unspecified),-9,-2,0,-0.1,94,-2,2.3,2,4,-14
Cc1ccc(C(=O)NNC(=O)CCn2nnc3ccccc32)cc1,-3,-3,2,-0.2,95,8,4.3,0,1,-3
O=C(Nc1nnc(-c2ccccc2)o1)c1nc2ccccc2s1,-6,-1,3,0.1,99,14,1.8,5,-1,21
COc1ccc(-c2nnc(SCC(=O)NCCC(C)C)nc2-c2ccc(OC)c(OC)c2)cc1OC,-18,10,4,0.3,102,-3,-0.4,-3,3,3
O=C(NC(=S)Nc1cccc(NC(=S)NC(=O)c2ccccc2)c1)c1ccccc1,-7,1,-6,0.1,108,-10,0.4,-4,4,-1
COC(=O)[C@]1(Cc2ccccc2)N[C@H](CN(C)C(=O)Nc2ccc(Cl)cc2)[C@@H]2C(=O)N(C)C(=O)[C@@H]21,-5,-4,3,-0.2,94,1,3.8,0,-7,-3
COc1ccc2cc(C(=O)C3CCCN(C(=O)c4ccnn4C)C3)ccc2c1 (stereo unspecified),-5,-2,-1,0.1,100,-3,-0.6,0,-6,0
Cc1cc2c(c(=O)n1CCc1ccccc1)C(c1ccco1)C(C#N)=C(N)O2 (stereo unspecified),-4,1,-3,0.5,97,1,-1.2,-4,3,-1
Cc1ccc(NC(=O)C2CCN(S(=O)(=O)c3c(C)[nH]c(=O)[nH]c3=O)CC2)cc1,-10,-10,-1,-0.1,98,-7,-0.6,0,-1,9
COC(=O)c1ccc(NC2(C#N)C(=O)Nc3ccccc32)cc1 (stereo unspecified),-5,2,-4,0.9,97,2,5.2,4,0,-3
O=C(Cc1cccc([N+](=O)[O-])c1)Nc1cccc(C(=O)N2CCCCC2)c1,-4,48,5,0.3,94,-1,-0.2,-2,-2,-6
NC(=O)c1ccc(NC(=O)COC(=O)c2ccc3ccccc3n2)cc1,-5,2,-3,-0.3,106,7,-2.4,0,15,14
CCC(C)NC(=O)Cn1cnc2sc(C)c(S(=O)(=O)N3CCN(c4ncccn4)CC3)c2c1=O (stereo unspecified),3,0,2,-0.2,108,-6,-1.2,0,5,0
COc1ccccc1-c1cc(C(=O)N/N=C/c2cccs2)c2ccccc2n1,-5,-3,-8,0.2,89,12,-0.6,-10,-8,8
CCCCCC(O)(CCCCC)C(=O)NNc1ccccc1,-2,-1,-8,1.0,99,-11,-1.6,-1,-11,4
Cc1ccc2[nH]c(=O)c(CNS(=O)(=O)c3ccccc3)c(-c3ccccc3)c2c1,-6,-1,3,-0.2,99,2,0.8,-3,-1,0
COCCN1C(=O)c2ccccc2C(C(=O)Nc2ccc3c(c2)OCCO3)C1c1ccc(F)cc1 (stereo unspecified),-4,-1,13,0.0,92,5,-2.0,1,7,4
Cc1c(NC(=O)c2cc(-c3ccccc3)nc3ccccc23)c(=O)n(-c2ccccc2)n1C,-6,0,1,-0.6,99,19,4.2,-3,-3,18
Cc1ccc(CN2CCC(C(=O)c3ccc(F)cc3)CC2)cc1,-7,-4,-3,0.2,97,-3,0.7,-2,1,-8
CCOC(=O)C1=C(C)SC2=NS(=O)(=O)CCN21,/,0,3,0.1,78,4,-0.9,2,-4,2
CC(C)(C)C(=O)NC(=S)Nc1ccc(C(F)(F)F)cc1,-11,-15,9,-0.1,101,-2,-0.2,1,-7,-4
Cc1cc(C(=O)CSc2nnc(N)s2)c(C)n1C1CC1,-6,-8,1,-0.2,89,-1,-0.2,1,3,-4
COc1ccc2nc(NC(=O)CSCc3c(C)noc3C)sc2c1,-5,10,0,1.9,89,-3,-0.3,-2,7,5
CCOC(=O)C1=C(C)Nc2nc(SCC(=O)OC)nn2C1c1cc(F)cc(F)c1 (stereo unspecified),-6&-6,-1&-2,1&-1,-0.1&0.2,590&99,-6&-6,0.4&1.5,1&-3,-3&-3,-10&7
COc1ccc(-c2nnc(SC(C)C(=O)Nc3nccs3)n2Cc2ccccc2)cc1OC (stereo unspecified),/,0,-3,0.4,100,3,-1.4,-1,2,-2

# Whole records as entered above. Values in the order: CaV13 ICDI inh	Granule exo inh	HTR2A ag	aDG glyco act	ABCB6 inh MLPCN	Cardio protect	iPSC survival up	N-glyco inh	PDI turbidity	Vif inh
# O=C(NC(=S)Nc1cccc(NC(=S)NC(=O)c2ccccc2)c1)c1ccccc1 reads -7	1	-6	0.1	108	-10	0.4	-4	4	-1
# COc1ccc(-c2nnc(SCC(=O)NCCC(C)C)nc2-c2ccc(OC)c(OC)c2)cc1OC reads -18	10	4	0.3	102	-3	-0.4	-3	3	3
# CCOC(=O)C1=C(C)SC2=NS(=O)(=O)CCN21 reads /	0	3	0.1	78	4	-0.9	2	-4	2
# CCCCN(CCCC)Cc1ccc(C(=O)NNC(=O)Nc2ccccc2)o1 reads -3	-3	4	-0.1	94	12	0.3	0	-9	-2
# COC(=O)c1ccc(NC2(C#N)C(=O)Nc3ccccc32)cc1 (stereo unspecified) reads -5	2	-4	0.9	97	2	5.2	4	0	-3

# Further entries:
SMILES,CaV13 ICDI inh,Granule exo inh,HTR2A ag,aDG glyco act,ABCB6 inh MLPCN,Cardio protect,iPSC survival up,N-glyco inh,PDI turbidity,Vif inh
CN1CCN(C(=O)c2cnn(-c3ccccc3)c2NC(=O)c2ccc([N+](=O)[O-])cc2)CC1,-4,11,-1,0.0,94,2,0.5,1,4,16
CC1(C)Cc2c(sc(NC(=O)/C=C/C(=O)O)c2C#N)CO1,-2,-3,-2,0.0,92,-11,-0.7,3,-7,-5
CC1(C)C2CCC(C2)C1(C)NC(=O)CN1CCCC1 (stereo unspecified),-4,1,0,0.1,111,12,0.0,1,1,4
O=[N+]([O-])c1ccc(N2CCN(S(=O)(=O)c3ccccc3)CC2)cc1N1CCc2ccccc2C1,-3,0,1,-0.5,88,-10,-0.7,-1,11,2
CCc1cc2c(=O)n(CCC(C)C)c(=S)[nH]c2s1,7,-3,3,-0.1,101,9,-0.4,1,4,-8
COC(=O)/C=C1\S/C(=N/N=C/c2ccc(Cl)cc2)NC1=O,-2,2,1,-0.1,103,-12,-0.9,4,1,-2
CCOc1ccc(CN2CCN(Cc3ccc4cc(F)ccc4n3)CC2CCO)cc1 (stereo unspecified),-5,10,4,-0.1,93,-5,-0.6,1,-13,0
CCCCNC(=O)C[C@@H]1C[C@@]2(C(=O)OC)CC(C)(C)CC=C2N(Cc2ccccc2)C1=O,-16,-2,7,0.0,/,/,/,/,/,/
Cc1ccc(NC(=S)N2CCCCC2CO)cc1C (stereo unspecified),-2,-3,-3,-0.6,103,1,0.9,-2,6,-2
O=C(COC(=O)Cn1cc(C(F)(F)F)ccc1=O)Nc1ccc(Br)cc1F,/,-2,3,-0.2,99,-11,-0.5,1,-9,19
Cc1cccc(N=C2CSC(=O)N2)c1,0,1,2,-0.1,93,-6,0.6,2,5,-6
CCN=C1SC(CC(=O)NC(C)c2ccccc2)C(=O)N1CC (stereo unspecified),-7,-2,4,-0.1,98,8,1.0,4,1,-1
CCCCCc1nnc(NC(=O)C2COc3ccccc3O2)s1 (stereo unspecified),/,0,-2,0.1,98,-4,-0.3,4,11,-1
COc1ccc(CN(C)CCCn2ccc(N)nc2=O)cc1OC,-11,3,-2,-0.2,93,10,0.2,1,1,3
COc1ccc(OC)c(NC(=O)COC(=O)CCc2nc3ccccc3c(=O)[nH]2)c1,-2,-1,-5,-0.2,97,27,-1.3,1,5,4
CCCCCCCCOc1ccc(C(=O)O)cc1,/,-2,-1,0.0,97,2,-0.2,2,/,4
CC(=O)Nc1c(OC(C)=O)ccc2c(C)cc(=O)oc12,/,-1,-1,-0.2,101,2,2.8,2,-4,5
CCCC1C2C(=O)N(c3cccc(C)c3)C(=O)C2ON1c1ccccc1 (stereo unspecified),-3,-4,2,0.0,93,-1,0.2,1,-2,-4
CC(=Nc1ccccc1)Nc1ccccc1,-5,-1,-3,0.1,88,-1,-1.1,1,1,-5
Cc1cc(=O)n2[nH]c(-c3ccc(F)cc3)nc2n1,-4,-2,0,-0.2,97,-25,-1.3,-2,0,5
CCOc1ccc(-c2nnc(SCC(=O)Nc3cc(C)on3)o2)cc1,-8,2,-3,0.1,101,-3,8.0,-1,7,-4
COc1ccc(C)cc1NC(=O)Cc1c(C(=O)O)n(C)c2ccccc12,-19,-5,5,0.2,96,0,-0.4,0,1,-1
OC(CNCC1CCCO1)COc1ccc(OCC(O)CNCC2CCCO2)cc1 (stereo unspecified),/,-1,0,-0.3,88,6,-3.3,-3,-3,7
COc1ccc(NCc2n[nH]c(=O)c3ccccc23)cc1,-3,1,-1,0.0,92,76*,-2.0,1,2,28
CC1(c2ccc3noc(-c4cccc(F)c4)c3c2)OCCO1,-5,0,-5,0.0,99,-4,0.2,-1,-4,-13
COC(CCN(C)C)(c1ccccc1)c1ccccc1,-8,1,-4,0.3,99,-1,1.1,1,1,-1
CN(Cc1ccccc1)S(=O)(=O)c1ccccc1Br,-4,3,-2,0.1,101,-2,1.4,0,-8,-6
O=C(Nc1cccc2ccccc12)c1[nH]c(-c2ccccc2)c2c1C(=O)N(C1CC1)C2=O,-4,-1,1,-0.2,103,-5,3.7,9,/,-3
OCCCn1c(CCNc2nc(-c3ccc(F)cc3)cs2)nc2cc(C(F)(F)F)ccc21,-11,0,-4,0.3,95,-3,1.6,9,-3,/
COc1cc(NC(=O)CCc2c(C)noc2C)c(C(=O)O)cc1OC,-5,2,6,-0.3,104,1,7.6,1,6,/
O=C(O)C1CC(c2ccccc2)=NO1 (stereo unspecified),-5,0,7,-0.2,98,5,1.3,-1,-5,3
C=CCC1c2cccc(C(=O)O)c2C(=O)N1c1cccc(OC)c1 (stereo unspecified),1,1,6,-0.3,100,-5,-0.2,0,4,-4
N#Cc1ccc(NC(=O)c2cccs2)nc1,-7,-6,-3,-0.1,96,-2,-0.4,0,6,-2
CCC(=O)N1N=C(c2ccc(C)o2)CC1c1ccc(Br)cc1 (stereo unspecified),-4,-4,-1,-0.1,97,-3,-0.9,-2,-43,-1
COC(=O)c1c(NC(C)=O)sc(C)c1C,-2,0,0,0.1,104,1,0.5,3,3,-8
CC(C)n1c(SCC(=O)Nc2ccc(F)cc2)nnc1C1CC1,-3,-2,-1,0.0,96,-2,-0.2,0,13,-2
CCc1cccc(NS(=O)(=O)c2ccc3c(c2)CCC(=O)N3)c1,-1,0,-4,0.0,103,-1,1.1,1,6,9
Cc1ccc(-c2cccc(-c3cc(=O)oc4ccc(C(C)(C)C)cc34)c2)cc1,-6,3,-2,0.1,101,-13,-1.7,-5,-5,-10
CCOC(=O)c1[nH]c(C)c(C(=O)C(C)C)c1C,-10,1,2,-0.1,93,2,-2.3,4,-19,-7
